Bim-Bcl-2 – inhibitors of Bim-Bcl-2 binding, primary screen, biochemical, multiplexed, human Bcl-2 family | Apoptosis regulator Bcl-2 (Homo sapiens), P10415 | Bead-based flow cytometry, Bim peptide-Bcl-2 binding | inhibition, % at 10 µM | actives 0.06% (n = 190,000) | AID 950, 2007; in the data active = inhibition above about 40%; inconclusive = no clear call, values can overlap the other calls;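 note: 0% = no compound wells with probe peptide and 100% = reference peptide inhibitor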
Target sequence (P10415 whole entry, looked up): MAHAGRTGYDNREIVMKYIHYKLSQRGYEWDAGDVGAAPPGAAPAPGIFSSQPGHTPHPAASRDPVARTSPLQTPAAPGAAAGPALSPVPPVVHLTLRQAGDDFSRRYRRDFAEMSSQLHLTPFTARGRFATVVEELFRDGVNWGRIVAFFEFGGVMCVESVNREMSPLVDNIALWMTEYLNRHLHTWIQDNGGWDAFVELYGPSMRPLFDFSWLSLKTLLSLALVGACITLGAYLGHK
Rab7 wt GTP bind – modulators of GTP binding to Rab7, primary screen, biochemical, wildtype, multiplex bead flow cytometry; Rab7 GTPase wild type (dog), Bodipy-FL-GTP binding; GST-Rab7 beads, fluorescent GTP binding; actives lie on both sides; untreated = 100%, excess cold GTP = 0%; GTP binding activity (percent of control), % at 10 µM; actives 0.055% (n = 190,000);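 active = fluorescent GTP binding to Rab7 beads changed by at least 20 points from the 100% baseline, either direction, mostly lower; inconclusive = compound itself probably fluorescent, or too few beads counted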;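 note: median green fluorescence of bound Bodipy-FL-GTP per Rab7 bead population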
Bcl-B Bim block – inhibitors of Bim-Bcl-B binding, primary screen, biochemical, multiplexed, human Bcl-2 family; Bcl-2-like protein 10 (Homo sapiens), Q9HD36; bead-based flow cytometry, Bim peptide-Bcl-B binding; inhibition, % at 10 µM; actives 0.073% (n = 190,000); AID 951, 2007;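 note: 0% = tracer peptide without compound and 100% = reference inhibitor peptide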
HRas wt GTP – modulators of GTP binding to HRas wildtype, primary screen, biochemical, bead-based flow cytometry, multiplex | AID 759, 2007 | GTP binding activity, % at 10 µM | GTPase HRas (Homo sapiens), P01112 | actives 0.14% (n = 190,000) | GST-Ras wt beads, Bodipy-FL-GTP binding; actives lie on both sides;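 active = GTP binding activity at least 20% away from the 100% baseline, either lowered as inhibitor or raised as activator; inconclusive = flagged as likely green fluorescent, judged across all proteins in the well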;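 note: 0% = unlabeled GTP competition control and 100% = no-compound control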
Target sequence (P01112 whole entry, looked up): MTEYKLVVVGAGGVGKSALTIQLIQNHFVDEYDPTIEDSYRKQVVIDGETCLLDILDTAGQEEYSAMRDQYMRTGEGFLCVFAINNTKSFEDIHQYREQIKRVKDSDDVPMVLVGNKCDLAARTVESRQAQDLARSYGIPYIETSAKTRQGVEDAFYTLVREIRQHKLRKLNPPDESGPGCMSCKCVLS
Bim-Bfl-1 – inhibitors of Bim binding to Bfl-1, primary screen, biochemical, multiplexed, bead-based flow cytometry | Bcl-2-related protein A1 (Homo sapiens), Q16548 | Bim-Bfl-1 binding inhibition | inhibition, % at 10 µM | actives 0.12% (n = 190,000);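 note: 0% = wells without compound plus tracer and 100% = blocker peptide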
Cdc42 wt – modulators of GTP binding to wildtype Cdc42, primary screen, biochemical, multiplex bead flow cytometry, Bodipy-GTP; percent activity (GTP binding), % at 10 µM; GST-Cdc42 beads; actives lie on both sides; actives 0.2% (n = 190,000);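 active = percent activity GTP binding at least 20 points away from the 100% baseline, either down as inhibitor or up as activator; inconclusive = compound flagged as likely green fluorescent from well-wide comparison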;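 note: median bead fluorescence of bound Bodipy-FL-GTP at 100 nM; 0% = excess unlabeled GTP control and 100% = no compound control; below 100% means less GTP binding so inhibitor and above means activator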
Target sequence (P60953 whole entry, looked up): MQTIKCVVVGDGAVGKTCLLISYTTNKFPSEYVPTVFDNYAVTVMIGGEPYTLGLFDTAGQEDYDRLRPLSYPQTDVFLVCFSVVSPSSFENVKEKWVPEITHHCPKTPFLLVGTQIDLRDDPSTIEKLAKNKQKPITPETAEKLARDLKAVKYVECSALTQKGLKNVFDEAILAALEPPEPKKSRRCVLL
Rac1 act GTP bind – GTP binding modulators of activated mutant Rac1, primary screen, biochemical, bead-based flow cytometry, multiplex, fluorescent GTP | Ras-related C3 botulinum toxin substrate 1 (Homo sapiens), P63000 | percent activity (GTP binding), % at 10 µM | actives 0.11% (n = 190,000) | GST-Rac1 activated beads; actives lie on both sides; 100% means binding = to untreated wells;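 active = GTP binding at least 20 percentage points away from the 100% baseline, in either direction, so actives lie on both sides; inconclusive = Compound likely fluorescent itself, or too few beads counted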
Bcl-XL Bim block – inhibitors of Bim-Bcl-XL binding, primary screen, biochemical, multiplexed, bead flow cytometry, human Bcl-XL; Bcl-2-like protein 1 (Homo sapiens), Q07817; Bim peptide-Bcl-XL binding, fluorescence; inhibition, % at 10 µM; actives 0.04% (n = 190,000); AID 1007, 2008
Target sequence (Q07817 whole entry, looked up): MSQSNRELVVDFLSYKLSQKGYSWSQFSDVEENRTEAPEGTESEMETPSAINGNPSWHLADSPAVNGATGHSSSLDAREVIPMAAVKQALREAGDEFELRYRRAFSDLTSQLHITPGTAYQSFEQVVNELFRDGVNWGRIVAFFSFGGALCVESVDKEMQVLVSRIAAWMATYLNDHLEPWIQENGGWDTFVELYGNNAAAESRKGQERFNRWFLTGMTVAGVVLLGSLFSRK
Bcl-W Bim block – inhibitors of Bim binding to Bcl-W, primary screen, biochemical, multiplexed, bead-based flow cytometry. Bim peptide-Bcl-W binding. Bcl-2-like protein 2 (Homo sapiens), Q92843. actives 0.02% (n = 190,000). inhibition, % at 10 µM. AID 952, 2007;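 note: 0% = bound tracer without compound and 100% = peptide blocker; higher means less fluorescent Bim peptide bound to Bcl-W beads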
Target sequence (Q92843 whole entry, looked up): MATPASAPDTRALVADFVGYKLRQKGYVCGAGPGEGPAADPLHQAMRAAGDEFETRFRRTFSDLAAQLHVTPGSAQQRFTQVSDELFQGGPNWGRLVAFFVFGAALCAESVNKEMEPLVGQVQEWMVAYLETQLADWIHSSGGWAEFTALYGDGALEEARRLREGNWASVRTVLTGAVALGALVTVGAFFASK
Rab2A wt mod – modulators of GTP binding to Rab2A wildtype, primary screen, biochemical, dog, bead-based flow cytometry, multiplex | GST-Rab2 wt beads, Bodipy-GTP binding | GTP binding activity, % at 10 µM | Ras-related protein Rab-2A (Canis lupus familiaris), P61105 | actives 0.19% (n = 190,000);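 active = GTP binding activity at least 20 points away from 100%, either lowered or raised; inconclusive = signal likely due to the compound's own green fluorescence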;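 note: 0% = beads with excess unlabeled GTP and 100% = no-compound control corrected for plate trend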
Rac1 wt GTP bind – wildtype Rac1 GTP binding modulators, primary screen, biochemical, GST-Rac1 beads, flow cytometry, multiplex; Ras-related C3 botulinum toxin substrate 1 (Homo sapiens), P63000; fluorescent GTP binding; actives lie on both sides; 0 = cold GTP competed, 100 = untreated; GTP binding activity (% of control), % at 10 µM; actives 0.27% (n = 190,000); AID 757, 2007;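 active = GTP binding activity at least 20 points away from the 100% control level, either lower or higher; inconclusive = compound flagged as likely green fluorescent, judged across all proteins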
Numbers without * were called inactive; u = inconclusive. Cut-off read from the data, not from the text of the source, unless noted: active = inhibition above about 40%.

A first look (2 entries):
SMILES	Bim-Bcl-2	Rab7 wt GTP bind	Bcl-B Bim block	HRas wt GTP	Bim-Bfl-1	Cdc42 wt	Rac1 act GTP bind	Bcl-XL Bim block	Bcl-W Bim block	Rab2A wt mod	Rac1 wt GTP bind
O=C(O)c1cccc(-c2ccc(/C=N/NC(=O)C3COc4ccccc4O3)o2)c1 (stereo not given)	0.0	91.0	9.0	91.0	2.0	92.0	92.0	4.0	3.0	92.0	91.0
O=C1c2ccccc2NC(c2ccc3c(c2)OCCO3)N1c1ccc2c(c1)OCCO2 (stereo not given)	-4.0	109.0	-7.0	105.0	-10.0	108.0	103.0	-11.0	2.0	106.0	114.0

Main list, previewed entries included:
SMILES	Bim-Bcl-2	Rab7 wt GTP bind	Bcl-B Bim block	HRas wt GTP	Bim-Bfl-1	Cdc42 wt	Rac1 act GTP bind	Bcl-XL Bim block	Bcl-W Bim block	Rab2A wt mod	Rac1 wt GTP bind
O=C(O)c1cccc(-c2ccc(/C=N/NC(=O)C3COc4ccccc4O3)o2)c1 (stereo not given)	0.0	91.0	9.0	91.0	2.0	92.0	92.0	4.0	3.0	92.0	91.0
O=C1c2ccccc2NC(c2ccc3c(c2)OCCO3)N1c1ccc2c(c1)OCCO2 (stereo not given)	-4.0	109.0	-7.0	105.0	-10.0	108.0	103.0	-11.0	2.0	106.0	114.0
CCOC(=O)c1c(-c2ccc(C)cc2)csc1NC(=O)CCN1CC(C)OC(C)C1 (stereo not given)	-1.0	99.0	0.0	98.0	0.0	103.0	98.0	-4.0	-5.0	99.0	105.0
COCC(C)n1c(C)cc(C(=O)CSc2nnnn2-c2ccc(O)cc2)c1C (stereo not given)	-3.0	95.0	-3.0	95.0	-2.0	96.0	98.0	0.0	2.0	94.0	98.0
O=C(Nc1ccc(F)cc1)C1CCC(N2C(=O)c3ccccc3C2=O)CC1 (stereo not given)	-1.0	102.0	-7.0	102.0	-12.0	101.0	99.0	-5.0	0.0	104.0	107.0
CCOC(=O)C1=C(C)SC2=NS(=O)(=O)CCN21	1.0	101.0	1.0	103.0	1.0	100.0	98.0	0.0	0.0	100.0	102.0
c1ccc(-c2cccc(-c3ccccn3)n2)nc1	2.0	97.0	-1.0	98.0	0.0	96.0	92.0	-1.0	-1.0	95.0	95.0
CCNS(=O)(=O)c1ccc(NC(=S)NCc2ccco2)cc1	-6.0	101.0	-17.0	101.0	-1.0	103.0	102.0	-9.0	-5.0	100.0	101.0
O=C(C1CCCN(c2nnc(-n3cccc3)s2)C1)N1CCN(c2ccccc2)CC1 (stereo not given)	-7.0	103.0	-7.0	103.0	-9.0	102.0	99.0	-6.0	0.0	102.0	106.0
CC(C)(C)c1ccc(OC(=O)Cn2c(C(F)(F)F)nc3ccccc32)cc1	1.0	101.0	1.0	106.0	0.0	108.0	103.0	3.0	0.0	107.0	105.0
O=c1cc(N2CCc3ccccc3C2)[nH]c(=O)n1-c1ccc(Br)cc1	-3.0	107.0	-7.0	105.0	1.0	104.0	102.0	-5.0	-6.0	106.0	106.0
OCC1(c2cc(C(F)(F)F)n[nH]2)CCCCC1	-8.0	103.0	-8.0	101.0	-10.0	98.0	100.0	-6.0	2.0	99.0	106.0
O=C(CN1C2=NCCCN2c2ccccc21)c1cccc(Br)c1	-4.0	96.0	-1.0	101.0	-2.0	99.0	101.0	0.0	0.0	103.0	105.0
CCOc1ccc2[nH]c(SCC(=O)OC)c([N+](=O)[O-])c2c1	7.0	96.0	-2.0	96.0	3.0	96.0	93.0	4.0	9.0	93.0	99.0
CCc1ccc(NC(=O)N(CCN2CCOCC2)Cc2ccc3c(c2)CCCN3CC)cc1	-3.0	102.0	-8.0	101.0	-9.0	101.0	99.0	-9.0	-2.0	101.0	107.0
Nn1c(SCC(=O)Nc2ccccc2)nnc1-c1cccnc1	-8.0	100.0	-13.0	99.0	-15.0	99.0	95.0	-6.0	-1.0	97.0	99.0
CCCN1CCN(C(c2cc3cc4c(cc3[nH]c2=O)OCO4)c2nnnn2C(C)(C)C)CC1 (stereo not given)	-13.0	98.0	-7.0	102.0	-18.0	102.0	100.0	-6.0	-1.0	103.0	107.0
Cc1nn(CCC(=O)NNC(=S)NCC(C)C)c(C)c1Br	-8.0	99.0	-6.0	103.0	-12.0	103.0	101.0	-4.0	0.0	102.0	110.0
OCCC1CN(Cc2cnc(-c3ccccc3)s2)CCN1C1CCCCC1 (stereo not given)	-3.0	98.0	-4.0	96.0	-9.0	100.0	99.0	-3.0	0.0	96.0	101.0
COc1ccc(-c2cn3cc(C(=O)NN)ccc3n2)cc1	-2.0	97.0	1.0	94.0	0.0	95.0	94.0	0.0	0.0	94.0	98.0
CCN(CC)c1ccc2c(c1)C(=O)N(C)C2=O	-11.0	102.0	-8.0	104.0	-9.0	105.0	101.0	-4.0	1.0	105.0	109.0
N#CCCN(C(=O)COC(=O)c1ccc2c(=O)n3c(nc2c1)CCC3)c1ccccc1	-3.0	108.0	-2.0	97.0	-3.0	93.0	96.0	-2.0	2.0	99.0	98.0
Cc1cc(C(=O)OCC(=O)Nc2nnc(C(C)C)s2)c2ccccc2n1	-9.0	96.0	-1.0	96.0	-4.0	100.0	99.0	-4.0	-4.0	98.0	98.0
O=C(NCCc1ccc(Cl)cc1)c1nnc(Cc2ccc(Cl)cc2)o1	-1.0	97.0	-10.0	98.0	0.0	102.0	99.0	-6.0	-6.0	98.0	105.0
CC(=O)N(c1nc(CCl)cs1)c1c(C)cc(C)cc1C	-1.0	99.0	-2.0	101.0	3.0	100.0	100.0	-10.0	-5.0	100.0	107.0
Cc1nnsc1-c1nc2ccccc2[nH]1	0.0	100.0	0.0	99.0	-1.0	100.0	98.0	0.0	-1.0	99.0	99.0
COc1cccc(OC)c1C(=O)NC(C)c1ccccc1 (stereo not given)	16.0	97.0	-5.0	101.0	-2.0	102.0	99.0	0.0	-4.0	101.0	104.0
CC(C)COCC(O)CCC(=O)NNC(=S)Nc1ccccc1 (stereo not given)	-12.0	99.0	-20.0	102.0	-14.0	103.0	101.0	-7.0	-4.0	102.0	107.0
CN1CCN(P(=O)(c2ccccc2)c2nc3ccccc3s2)CC1 (stereo not given)	-6.0	102.0	-11.0	104.0	-12.0	106.0	101.0	0.0	1.0	103.0	106.0
COc1ccc(C(C#N)Nc2ccc(C)cc2)cc1 (stereo not given)	-10.0	101.0	-12.0	101.0	-18.0	103.0	99.0	-11.0	-1.0	104.0	104.0
O=C(NCCn1cc(SCC(=O)N2CCOCC2)c2ccccc21)c1ccccc1	-4.0	101.0	-3.0	101.0	-3.0	101.0	100.0	-4.0	0.0	100.0	104.0
CN(CCOc1ccccc1)S(=O)(=O)c1ccc2oc3ccccc3c2c1	-11.0	100.0	-8.0	98.0	-19.0	98.0	94.0	-4.0	0.0	98.0	99.0
CCn1cc(-c2csc(N)n2)c(C)n1	-5.0	106.0	-4.0	99.0	-4.0	98.0	97.0	-2.0	0.0	98.0	102.0
CCOCCCNC(=O)C(NC(=O)Cc1c[nH]c2ccccc12)c1ccc(OC)cc1 (stereo not given)	-2.0	97.0	-3.0	94.0	-5.0	94.0	97.0	-1.0	3.0	93.0	99.0
O=C(Nc1ccc(F)cc1F)c1cc2ncc(CCCl)cn2n1	-3.0	107.0	-7.0	100.0	0.0	100.0	99.0	-4.0	-3.0	99.0	102.0
COc1ccc(-c2c(C)n([O-])c3c([n+]2=O)CCCCC3)cc1OC	-4.0	97.0	-3.0	96.0	-5.0	95.0	94.0	-2.0	2.0	95.0	99.0
Oc1ccc(-c2[nH]nc(-c3ccccc3)c2-c2nc3ccccc3[nH]2)cc1	-14.0	102.0	-10.0	102.0	-20.0	104.0	100.0	-9.0	0.0	101.0	104.0
Cc1ccccc1-n1nc(C)c2cc(C(=O)N3CCN(S(=O)(=O)c4ccc(Cl)cc4)CC3)sc21	0.0	101.0	0.0	101.0	-1.0	101.0	98.0	-1.0	-2.0	99.0	97.0
O=C(O)CSc1nnc(COc2cccc3ccccc23)n1Cc1ccccc1	0.0	u	2.0	u	3.0	u	u	0.0	6.0	u	u
CCOc1cc(/C=N/NC(=O)c2cccnc2)cc(Br)c1OCC(N)=O	0.0	94.0	-1.0	94.0	-4.0	94.0	95.0	2.0	0.0	95.0	93.0
COC(=O)NCCOc1cc(C)ccc1C	-11.0	103.0	-8.0	101.0	-10.0	100.0	97.0	-15.0	-1.0	102.0	102.0
O=C(Oc1cc(=O)oc2ccccc12)c1ccco1	-8.0	99.0	-7.0	99.0	-12.0	102.0	100.0	0.0	0.0	100.0	102.0
O=C(O)c1ccc(/C=N/NC(=S)NC2CCCCC2)cc1	-4.0	103.0	-2.0	97.0	-3.0	95.0	96.0	-4.0	-1.0	97.0	98.0
CCSc1ncc(Cl)c(C(=O)Nc2ccc(S(=O)(=O)Nc3onc(C)c3C)cc2)n1	2.0	103.0	2.0	100.0	0.0	96.0	96.0	-2.0	3.0	103.0	98.0
Cc1nc(C)c(-c2csc(Nc3ccc(F)cc3)n2)s1	0.0	102.0	-3.0	98.0	0.0	97.0	91.0	2.0	6.0	100.0	101.0
COC(=O)C1=C(C)N(c2ccc(C)c(C)c2)/C(=C/c2ccc(O)cc2)C1=O	1.0	100.0	-7.0	97.0	-1.0	94.0	92.0	-2.0	-1.0	96.0	96.0

A second format for some results above.
CCOCCCNC(=O)C(NC(=O)Cc1c[nH]c2ccccc12)c1ccc(OC)cc1 (stereo not given)
  Bim-Bcl-2: -2.0	Rab7 wt GTP bind: 97.0	Bcl-B Bim block: -3.0	HRas wt GTP: 94.0	Bim-Bfl-1: -5.0	Cdc42 wt: 94.0	Rac1 act GTP bind: 97.0	Bcl-XL Bim block: -1.0	Bcl-W Bim block: 3.0	Rab2A wt mod: 93.0	Rac1 wt GTP bind: 99.0

O=C(Nc1ccc(F)cc1F)c1cc2ncc(CCCl)cn2n1
  Bim-Bcl-2: -3.0	Rab7 wt GTP bind: 107.0	Bcl-B Bim block: -7.0	HRas wt GTP: 100.0	Bim-Bfl-1: 0.0	Cdc42 wt: 100.0	Rac1 act GTP bind: 99.0	Bcl-XL Bim block: -4.0	Bcl-W Bim block: -3.0	Rab2A wt mod: 99.0	Rac1 wt GTP bind: 102.0

Assay outcomes deposited in PubChem BioAssay by NMMLSC.
